# Screening data (PubChem)
# mcGAS RapidFire: mouse cGAS inhibition by mass spec; inhibition, % at 12.5 µM; recombinant mouse cGAS, cGAMP by RapidFire MS; actives 0.18% (n = 130,000); Q8C6L5;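 active = inhibition of cGAS enzyme activity at or above 60%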;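 also: enzyme stimulated by 45 bp dsDNA with ATP and GTP substrates; cGAMP share of summed cGAMP plus half ATP and half GTP signals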
# Target sequence (Q8C6L5 whole entry, looked up): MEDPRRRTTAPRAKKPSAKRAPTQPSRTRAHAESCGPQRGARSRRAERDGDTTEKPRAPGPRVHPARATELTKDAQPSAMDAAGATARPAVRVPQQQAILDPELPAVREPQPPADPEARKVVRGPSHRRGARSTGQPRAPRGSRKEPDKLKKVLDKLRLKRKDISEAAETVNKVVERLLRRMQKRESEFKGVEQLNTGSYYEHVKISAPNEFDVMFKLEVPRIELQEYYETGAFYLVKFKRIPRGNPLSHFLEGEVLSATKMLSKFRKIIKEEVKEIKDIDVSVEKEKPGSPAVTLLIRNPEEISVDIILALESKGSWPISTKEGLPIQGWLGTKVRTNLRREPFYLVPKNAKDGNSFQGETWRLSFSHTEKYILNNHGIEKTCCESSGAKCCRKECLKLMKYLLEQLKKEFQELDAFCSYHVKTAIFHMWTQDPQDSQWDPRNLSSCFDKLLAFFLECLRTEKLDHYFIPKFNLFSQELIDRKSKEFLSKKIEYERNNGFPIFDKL
# The depositor's hits bear a star; & = joins results of further samples. Only part of the results is shown; the hit share may differ from the screen's.
compound	mcGAS RapidFire
Nc1ncnc(Nc2ccccc2F)n1	0
CCc1nnc(CNC(=O)c2ccc(Cn3nc(C)cc3C)cc2)s1	-19
CCN1CC(CN(C)C(=O)Nc2nc3ccccc3s2)Oc2ccccc21 (stereo unspecified)	1
CCc1cnc(C)nc1N1CCN(Cc2ccc(C)cc2)C(=O)C1	13
Cc1ccc(CC(=O)NC2(C#N)CCC3(CC2)OCCO3)s1	-20
CNC(=O)COC(=O)c1cc(S(C)(=O)=O)ccc1Cl	4
CCCSC1=C(N(C)C)C(=O)c2ccccc2C1=O	3
Cc1ccc(Cn2ncc(C(O)(c3nccn3C)C(F)(F)F)c2N)o1 (stereo unspecified)	-13
N#CCn1cc(NC(=O)NCc2ccc(N3CCCC3)nc2)cn1	-17
CN(C)c1nc(-c2ccccc2)nc2c1CCN(C(=O)[C@H](O)c1ccccc1)C2	10
COCCOCC(=O)N1CCOc2c(O)cc(-c3ccc(C)cc3)cc2C1	-17
CC(C)=Cc1nc(C2(c3ccc(F)cc3)CCOC2)no1 (stereo unspecified)	-11&11
O=C(CCC(=O)N1CCc2ccccc2C1)NCc1ccc2c(c1)OCO2	6
O=C(Nc1ncc(C(F)(F)F)[nH]1)C1CCCC1	-1
CCS(=O)(=O)N(C)[C@@H]1c2cc(C#N)ccc2OC(C)(C)[C@H]1O	0
Cn1c(=O)[nH]c(=O)c2c1nc(N1CCN(CCO)CC1)n2Cc1ccccc1	-7
Cc1ccc(C2CC(C)CCN2C(=O)NCCCS(C)(=O)=O)o1 (stereo unspecified)	-11
COc1ccccc1N1CCN(C(=O)NC(C)c2ccncc2)CC1 (stereo unspecified)	-2
CN(CCc1cnn(C)c1)C(=O)c1coc(CN2CCN(c3ccccc3F)CC2)n1	5
CC(C)NC(=O)CN(C)Cn1nc(C(F)(F)F)n(C)c1=S	2

# 7 compounds out of the list above, ordered by the number in mcGAS RapidFire, falling:
compound | mcGAS RapidFire
CN(CCc1cnn(C)c1)C(=O)c1coc(CN2CCN(c3ccccc3F)CC2)n1 | 5
CCS(=O)(=O)N(C)[C@@H]1c2cc(C#N)ccc2OC(C)(C)[C@H]1O | 0
O=C(Nc1ncc(C(F)(F)F)[nH]1)C1CCCC1 | -1
COc1ccccc1N1CCN(C(=O)NC(C)c2ccncc2)CC1 (stereo unspecified) | -2
Cn1c(=O)[nH]c(=O)c2c1nc(N1CCN(CCO)CC1)n2Cc1ccccc1 | -7
Cc1ccc(C2CC(C)CCN2C(=O)NCCCS(C)(=O)=O)o1 (stereo unspecified) | -11
COCCOCC(=O)N1CCOc2c(O)cc(-c3ccc(C)cc3)cc2C1 | -17

# More entries follow.
compound	mcGAS RapidFire
COc1ccc(CNC(=O)c2cn(Cc3cccc(F)c3)c(=O)s2)cc1OC	-2
CCN1CCC(N(C)C(=O)Cn2cc(Br)ccc2=O)C1 (stereo unspecified)	-17
O=C(NC1CC1)c1c(O)c2c([nH]c1=O)CCCC2	-6
Cc1nc2c(C)cccn2c(=O)c1NC(=O)c1ccc2ccccc2c1	52
O=C(c1cccs1)N(CCN1CCOCC1)c1nc2ccc(F)cc2s1	-2
Fc1ccc(COc2ccccc2CNc2nn[nH]n2)cc1	-24
S=c1[nH]c2c(n1-c1ccccc1)CCCC2	-5
Cc1cc(C)cc(CC(=O)N2CCC2(C)C(=O)NS(=O)(=O)c2cc(C)ccc2F)c1 (stereo unspecified)	-21
COc1ccc(-n2nc(C(=O)c3nc4ccccc4s3)c(C(C)=O)c2C)cc1	-5
CCC1CN(CC(=O)Nc2nc(C)c(C)s2)CCN1CCOC (stereo unspecified)	-14
CSc1ccccc1C(=O)NCc1cc(-c2ccc3c(c2)CC(C)O3)on1 (stereo unspecified)	0
COc1ccc(C(=O)Nc2c(C)nc3ccccn3c2=O)cc1OC	11
CC1ON=C(c2ccccc2F)N(Cc2ccccc2)C1=O (stereo unspecified)	-15
C=CCOn1c(=O)c(-c2cccc([N+](=O)[O-])c2)[n+]([O-])c2ccccc21	2
CC(SCc1ccccc1)C(=O)NN=C1CCN(C)CC1 (stereo unspecified)	-7
COC(=O)c1cn(C(=O)COc2cc(C)cc(C)c2)c2ccccc12	2
Cc1cc(C)c(NC(=O)CN(C)C(=O)Nc2ccc(OCC(F)(F)F)nc2)c(C)c1	7
CNC(=O)c1nnc2n1CCN(C(=O)c1ccc3occc3c1)C2	-20
COc1ccccc1-c1n[nH]c(=S)n1-c1ccc(Cl)c(Cl)c1	-6
COc1ccc2c(c1)CCCN2C(=O)NCC(c1ccco1)N(C)C (stereo unspecified)	3
Cc1ccsc1-c1cc(C(=O)O)cc(S(=O)(=O)NCc2ccccn2)c1	-5
Cn1nc(C(=O)Nc2nccs2)ccc1=O	-3
Cc1cc(C)c(Cc2c(C)cc(C)c(C#[N+]O)c2C)c(C)c1C#[N+]O	-1
COc1ccc(NC(=O)NCCS(=O)(=O)c2c(C)n(Cc3ccccc3)c3ccccc23)cc1	-16
O=C(NCCN1CCN(c2ncccn2)CC1)C12CC3CC(CC(C3)C1)C2	-7
O=C(NS(=O)(=O)c1ccccc1)N1CCC2(CCNCC2)C1	-4
CN1CC2(CCCN(C(=O)C3(c4ccc(F)cc4)CC3)C2)OC1=O (stereo unspecified)	-13
CCOC(=O)C1(Cc2ccccc2C(F)(F)F)CCN(C(=O)c2cc(C(C)=O)n[nH]2)CC1	1
CC(NC(=O)CSc1nnc(NC2CCCCC2)s1)c1ccco1 (stereo unspecified)	-2
O=C(CCn1ccc(=O)[nH]c1=O)NCc1cc(-c2ccco2)on1	-2
O=C(CSc1nn2cnnc2s1)N(C1CCCCC1)C1CCCCC1	2
O=S(=O)(CCNCc1c(F)cccc1F)N1CCOCC1	6
Cc1ncccc1OC1(C(=O)NCCNc2ccccc2)CCNCC1	-13
CCOC(=O)C1(CCc2ccccc2)CCN(C(=O)c2cc[n+]([O-])cc2)CC1	-6
Cn1cnc2nc(N3CCCCC3)[nH]c(=O)c21	-9
CN(CC(=O)Nc1sccc1C#N)Cc1ccc(Br)s1	0
Cc1occc1CNC(=O)C(c1ccccc1)N1CCCCC1=O (stereo unspecified)	-16
O=C(NCCC(=O)N1CCN(S(=O)(=O)c2ccccc2)CC1)c1ccccc1	-6
Cc1cc(NS(=O)(=O)Cc2cccc(C(F)(F)F)c2)n(C)n1	0
CCc1cc(-c2cc(F)c3c(c2)CC(CN)O3)nc(N2CCOCC2)n1 (stereo unspecified)	-7
OCCC1CN(Cc2ccc3ccccc3n2)CCN1C1CCCCC1 (stereo unspecified)	2
NC(=O)c1cccc(NC(=O)c2ccc(Cl)c(Cl)c2)c1	-11
COC(=O)Nc1ccccc1OCc1nccn1CC(F)(F)F	-3
CC(c1cccs1)N(C)Cc1ccc(C#CC(C)(C)O)s1 (stereo unspecified)	-41
CCN1CCN(Cn2c(=S)oc3ccccc32)CC1	-5
Nc1nc(N)nc(CSc2nnc(-c3cccs3)n2C2CC2)n1	5
COc1ccc(N2CCCCn3c2nc2c3c(=O)[nH]c(=O)n2C)cc1	-3
NS(=O)(=O)c1ccc(Cn2cnnc2)cc1	-40
CCCc1noc(CCC(=O)N2CCN(S(=O)(=O)c3cccc(Br)c3)CC2)n1	10
CC(=O)N1CCCN(C(=O)C(Sc2ccccc2)C(C)C)CC1 (stereo unspecified)	-2

# Next section:
compound	mcGAS RapidFire
CCCCOC(=O)C1CSC(CC(C)C)N1C(=O)COc1ccc(Cl)cc1 (stereo unspecified)	23
O=S(=O)(c1ccccc1)N1CC2ON=C(c3cccnc3)C2C1 (stereo unspecified)	13
O=C(CCN1CCCCCC1=O)NC1CCCN(Cc2ccccn2)C1 (stereo unspecified)	-5
Cc1cc(C)cc(CC(=O)N2CCC2(C)C(=O)NS(=O)(=O)Cc2ccccc2)c1 (stereo unspecified)	-20
CCC1c2cccn2CCN1C(=O)CC(=O)Nc1cc(C)cc(C)c1 (stereo unspecified)	-8
N#Cc1cc2c(cc1C#N)N1CCCc3cccc(c31)O2	-4
COCCCNC(=O)NCc1ccc(OC(F)(F)F)cc1	-2
Cc1ccc(Cn2c(C)c(C(=O)NCc3cccs3)sc2=O)cc1	-5
CCCCn1ccc2c(cnc3nc(-c4cccnc4)nn32)c1=O	1
CC1(C)OCCN2C(=O)OC3(C)CCC1C23C (stereo unspecified)	3
Cc1ccc(C2=Nc3nnnn3C(c3cccc(Br)c3)C2)cc1C (stereo unspecified)	-5
O=C(CSc1n[nH]c(CCC2CCCC2)n1)N1CCN(c2ccccn2)CC1	-3
O=[N+]([O-])c1ccc(NN=Cc2cc(Br)ccc2OC(F)F)c([N+](=O)[O-])c1	-13
CC(C)c1nccc(CN2CCc3[nH]cnc3C2Cc2ccccc2)n1 (stereo unspecified)	-27
COc1ccc(NC(=O)CC(=O)N2CCN(C3CCCC3)C(=O)C2)c(OC)c1	-24
c1ccc(-n2nnnc2Sc2nnnn2C2CCCC2)cc1	-4
CC(=O)N1CCC(Oc2ccc(Cl)cc2C(=O)NCc2cnc3ccccn23)CC1	-12
CCSc1nc2c(cnn2CCO)c(=O)[nH]1	-24
O=C(NC1CCOc2ccccc21)C12CC3CC(CC(O)(C3)C1)C2 (stereo unspecified)	-4
CN(CC1CCCNC1)C(=O)c1ccc(CSc2ncccn2)o1 (stereo unspecified)	-18
CCn1ccnc1P(=O)(c1ccccc1)N1CCOCC1 (stereo unspecified)	39
Cc1nc2cc(=O)[nH]n2c(C)c1CC(=O)Nc1cccc2c1ccn2C	-7
CC1(C(=O)NS(=O)(=O)c2ccccc2)CCN1C(=O)C1(c2ccccc2)CCCC1 (stereo unspecified)	-7
O=C(Nc1ccc(F)c(F)c1F)c1ccc(=O)n(Cc2ccccc2)c1	-5
CC(C)=CC(=O)NCCOc1ccccc1F	-17
CCOc1nn(CC)cc1C(=O)Nc1ccc(Oc2ccccc2)cc1	-15
COc1ccc(C(=O)N2CCN(CC3CCOC(C)(C)C3)CC2)cc1 (stereo unspecified)	-9
Nc1nc(=Nc2ccccc2)n2c(n1)sc1ccccc12	-23
O=C1C(=O)N(C2CCCC2)C(=O)N1CC1CCCCC1	-2
O=C(NCc1sccc1Br)N1CCCC1c1ccncc1 (stereo unspecified)	-11
CCC1c2ccsc2CCN1Cc1ccc2c(c1)OCCO2 (stereo unspecified)	-3
C=c1occc1=C1NN=C(SCC(=O)c2c(N)n(C3CC3)c(=O)[nH]c2=O)O1	-1
COCCN(Cc1nccs1)C(=O)c1ccccc1C1CCNC1 (stereo unspecified)	-13
O=C(OCC(=O)N(C1CCCCC1)C1CCCCC1)c1ccc(Br)o1	-2
O=C(Nc1c(C(=O)N2CCOCC2)oc2ccccc12)c1cccc(F)c1	-4
CC1CCc2c(sc(NC(=O)c3noc4c3CCCCC4)c2C(N)=O)C1 (stereo unspecified)	-2
Cc1nc2sc3c(NCCC(C)C)ncnc3c2c2c1COC(C)(C)C2	4
CCSCCOC(=O)C1=C(C)NC(=O)NC1c1ccccc1OC (stereo unspecified)	-16
O=c1c2c3c(sc2ncn1Cc1cccc2ccccc12)CCCC3	-1
O=C(CNC(=O)c1ccco1)Nc1cccc2c1CCCC2	-11
CCOC(=O)C1(C)CCCCCN1C(=O)c1ccccc1F (stereo unspecified)	-1
O=C(Nc1ccc2c(c1)CN(C(=O)/C=C/c1cccs1)CC2)c1ccccn1	-5
CCOC(=O)C1CCN(C(=O)COC(=O)c2cc3ccccc3o2)CC1	-2
COCC(=O)N(Cc1ccccc1)c1ccc(CC(=O)N(C)C2CCCCC2)cc1	-13
CO/N=C(/C(=O)N1CCC(O)(c2ccccc2)CC1)c1csc(NC=O)n1	-6
COc1cccc(-c2ccc(NC(=O)C3CCCN(Cc4cccc(O)c4)C3)cc2)c1 (stereo unspecified)	-8&-1
Cc1nc(C)c2c(n1)OC(CN1CCc3onc(-c4ccccc4)c3C1)C2 (stereo unspecified)	8
CC12CC3CC(C)(C1)CC(C(=O)O)(C3)C2	-10
C=CCNC(=O)CN1CCc2ccc(S(=O)(=O)NCC)cc21	3
CC(=O)c1ccc(OCC(=O)Nc2nc3c(s2)CCCC3)cc1	-4

# Carrying on:
compound	mcGAS RapidFire
CC1CN(Cc2nc3c(c(=O)[nH]c(=O)n3C)n2Cc2c(F)cccc2Cl)CC(C)O1 (stereo unspecified)	-6
COc1ccc2sc(N(Cc3ccccn3)C(=O)c3cc(C)n(C)n3)nc2c1	-7
CC(C)c1ncc(S(=O)(=O)Nc2ccc3oc(C4CC4)nc3c2)[nH]1	-2
CCOc1ccccc1C(=O)N1CCCC(c2ccn[nH]2)C1 (stereo unspecified)	-5
Cc1cc(CNCc2c(C(=O)N3CCCCCCC3)nc3ccc(Cl)cn23)nn1C	-5
CCOC(=O)c1c(NC(=O)COc2ccc(Cl)cc2)sc(C(=O)Nc2ccccc2C)c1C	-20
Cc1ccc(CN2C(=O)C(C)ON=C2c2cccs2)cc1 (stereo unspecified)	10
CC1CCN(Cc2csc(NC(=O)Cc3ccc(F)cc3)n2)CC1	-16
C=CCN(C(=O)Cc1ccccc1Cl)C1CCc2ccccc21 (stereo unspecified)	5
CC1(C2CCN(c3cc(-n4ccnc4)ncn3)CC2)OCCO1	-10
Cc1ccc(CN(C)Cc2ccc(C(=O)Nc3ccccc3)cc2)o1	0
O=C(c1ccc2c(c1)OCO2)N1CCC(CO)(CCOc2ccccc2)CC1	-1
Cc1nc2oc3ccccc3c(=O)c2c(=O)n1Cc1ccccc1	-11
Cc1ccc2[nH]c(C(=O)O)c(CN3CCC(O)(c4ccccc4C)C3)c2c1 (stereo unspecified)	-7
O=C(CSc1nnc(-c2ccccc2)n1-c1ccccc1)N/N=C\c1ccncc1	-9
Cc1nc2ncc3c(=O)n(-c4ccc(F)c(Cl)c4)ccc3n2n1	-7
